# Bioassay records: PubChem BioAssay, National Center for Advancing Translational Sciences (NCATS)
# Vif-A3G inh: inhibitors of Vif-APOBEC3G interaction. 410,000 compounds, 0.076% hits. AID 602310. HeLa A3G-eYFP + Vif (tagged APOBEC3G with the HIV-1 protein that degrades it), YFP fluorescence, overnight. Q9HC16. Potency, µM (series often up to 46.1 µM), for inactives: at the top dose activity, negative = active, most hits filed as inhibitors;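 further: on the % scale 0 is the no-effect control and ±100 the full control effect; nearly all actives have a fitted effect of over 60% in size; hits raise eYFP signal because A3G escapes Vif-driven loss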
#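 HeLa cells stably expressing Vif and C-terminally eYFP-tagged A3G, seeded overnight at 37 deg C, then exposed to compound by pintool overnight at 37 deg C. Rise in yellow fluorescence (Ex 488/Em 500-530, Acumen) marks blocked Vif-driven A3G degradation.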
# TrxR1 substrate: is turned over as a substrate by rat TrxR1; purified TrxR1 substrate turnover, NADPH consumption readout; Potency, µM (titrated, usually from 114 µM), for the others: at the top dose activity change, negative = substrate turnover; 390,000 compounds, 0.01% hits; further: on the % scale 0 is the no-effect control and ±100 the full control effect; nearly all actives have a fitted effect of over 50% in size
# Target sequence (O89049 whole entry, looked up): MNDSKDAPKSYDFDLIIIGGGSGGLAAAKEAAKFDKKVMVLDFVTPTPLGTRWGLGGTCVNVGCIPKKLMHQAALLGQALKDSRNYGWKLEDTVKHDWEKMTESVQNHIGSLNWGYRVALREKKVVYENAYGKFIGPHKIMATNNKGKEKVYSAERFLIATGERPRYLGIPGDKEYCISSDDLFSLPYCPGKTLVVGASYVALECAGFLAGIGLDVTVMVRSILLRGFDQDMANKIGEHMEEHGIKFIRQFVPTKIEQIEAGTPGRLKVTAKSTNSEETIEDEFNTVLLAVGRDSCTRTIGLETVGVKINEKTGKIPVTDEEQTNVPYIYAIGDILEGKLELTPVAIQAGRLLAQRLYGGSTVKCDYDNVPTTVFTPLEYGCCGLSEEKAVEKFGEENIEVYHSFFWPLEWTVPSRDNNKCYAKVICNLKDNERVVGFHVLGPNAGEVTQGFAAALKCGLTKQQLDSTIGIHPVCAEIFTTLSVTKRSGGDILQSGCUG
#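 Rat TrxR1, dispensed at 90 nM, was prereduced with 400 uM NADPH (final) for 5 min at ~22 deg C, then incubated with compound 15 min before 400 uM selenite. A first-read NADPH fluorescence drop versus no-compound background flagged substrates.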
# Vif-APOBEC3F blk: blocks the Vif interaction with APOBEC3F; HeLa A3F-eYFP + Vif (tagged APOBEC3F with the HIV-1 protein that degrades it), YFP fluorescence increase; Potency, µM (series often up to 46.1 µM), for inactives: at the highest dose activity, negative = active; 390,000 compounds, 0.2% hits; further: % of control where 0% means no effect; nearly all actives have a fitted effect of over 65% in size
#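 Fluorescence increase (Ex 488/Em 500-530) after overnight compound treatment at 37 deg C flags inhibition of Vif-driven A3F-eYFP loss in stable HeLa A3F-eYFP/Vif cells seeded overnight beforehand.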
# mIDH1 inhibitor: human IDH1 R132H inhibition. O75874. IDH1-R132H enzyme, NADPH consumption, diaphorase/resazurin fluorescence. Potency, µM (top dose mostly 76.6 µM), inactives show at the top dose activity change, negative = inhibition, usual class: inhibitors. 390,000 compounds, 0.093% hits; further: on the % scale 0 is the no-effect control and ±100 the full control effect; nearly all actives have a fitted effect of over 65% in size
#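 IDH1-R132H (0.5 ug/mL) preincubated 30 min with compound, then NADPH (0.016 mM) and alpha-KG (2 mM) added; 80 min at RT, pH 7.5. Remaining NADPH coupled via diaphorase/resazurin to fluorescence (540/590 nm); concentration-response curves normalized to no-enzyme control.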
# rTrxR1 inhibitor: blocks rat thioredoxin reductase 1. O89049. recombinant rTrxR1, NADPH fluorescence consumption, selenite substrate. Potency, µM (titrated, usually from 114 µM), inactives show at the top dose activity change, negative = inhibition, most hits filed as inhibitors. 390,000 compounds, 1% hits; further: on the % scale 0 is the no-effect control and ±100 the full control effect; nearly all actives have a fitted effect of over 65% in size
#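 Rat TrxR1 (90 nM in the dispensed reagent) was pre-reduced with 400 uM NADPH for 5 min at room temperature, then incubated with compound for 15 min. After 400 uM selenite was added, NADPH fluorescence (Ex 340/Em 450 nm) was followed for 8 min.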
# RGS4 inh: human RGS4 inhibition. Potency, µM (top dose mostly 114 µM), without a hit: top-dose activity change, negative = inhibition, most hits filed as inhibitors. 390,000 compounds, 0.039% hits. Transcreener GDP fluorescence polarization, RGS4-accelerated GTP hydrolysis; further: on the % scale 0 is the no-effect control and ±100 the full control effect; nearly all actives have a fitted effect of over 75% in size; some results filed as inactive show a strong effect at the top dose
# Target sequence (P49798 whole entry, looked up): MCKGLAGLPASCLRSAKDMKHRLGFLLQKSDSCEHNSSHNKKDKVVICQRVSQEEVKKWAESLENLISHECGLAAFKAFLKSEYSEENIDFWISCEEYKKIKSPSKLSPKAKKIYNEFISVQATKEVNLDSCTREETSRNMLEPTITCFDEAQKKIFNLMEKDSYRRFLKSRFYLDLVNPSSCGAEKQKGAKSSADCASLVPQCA
#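 MLSMR compounds (23 nl, pin-transferred) preincubated 10 min at room temperature with a 500nM (2x) first reagent, then RGS4 at 900nM (2x) plus Transcreener GDP mix added; fluorescence polarization (620/688 nm) read before and after 90 min at 30 °C.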
# ALOX12 inh: ALOX12 (human) lipoxygenase inhibition; P18054; purified 12hLO, xylenol orange hydroperoxide absorbance; Potency, µM (titrated, usually from 108 µM), for inactives: at the highest dose activity change, negative = inhibition, actives largely listed as inhibitors; 580,000 compounds, 1.1% hits; AID 1671190; further: on the % scale 0 is the no-effect control and ±100 the full control effect
#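 Purified human 12hLO (150 nM final) in 25 mM Hepes, 0.01% Triton X-100, pH 7.0 was preincubated 15 min at room temperature with compound. Then 40 uM arachidonic acid was added, 30 min. Hydroperoxide was read by Fe-XO absorbance ratio 573/405 nm.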
# USP1-UAF1 inh: blocks the human USP1/UAF1 deubiquitinase complex; O94782; recombinant USP1/UAF1, Ub-Rhodamine cleavage fluorescence; Potency, µM (doses to about 57.1 µM), for inactives: at the highest dose activity change, negative = inhibition, usual class: inhibitors; 390,000 compounds, 0.23% hits; further: on the % scale 0 is the no-effect control and ±100 the full control effect; nearly all actives have a fitted effect of over 60% in size; inactives centre near -12
#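 Step one: compound is pinned into 1nM USP1/UAF1 in HEPES pH 7.8 buffer with TCEP. Step two: 15 min room-temperature incubation. Step three: Ub-Rho (150nM final) starts cleavage, tracked by fluorescence over six one-minute reads.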
# RXFP1 agonist: activates the human relaxin receptor RXFP1; Q9HBX9; 370,000 compounds, 0.3% hits; HEK293T-RXFP1 cAMP TR-FRET, 30 min; response scale: percent of porcine relaxin response, buffer zero; Potency, µM (top dose mostly 57.5 µM), without a hit: top-dose activation, actives largely listed as activators; AID 2676; further: on the % scale 0 is the no-effect control and ±100 the full control effect; nearly all actives have a fitted effect of over 60% in size; many of its hits are not listed in these tables
#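 cAMP rise read by TR-FRET after 30 min, 37C compound exposure (up to 58 uM) in RXFP1-transfected HEK293 cells with Ro 20174 present. EC50 from Hill-equation fits, with 29 nM porcine relaxin as 100% and buffer as basal.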
# * = called active by the depositor; ? = inconclusive; . = not tested or not shown; & = joins results of further samples; [ ] = another dose, or the depositor's remark. The call rests on the fitted dose curve; in most records, active means well fitted curve in the direction sought with a large enough effect; inconclusive means small, poorly fitted or top-dose-only effect, or another doubt; inactive means no such curve, though single readings can be large; an effect the other way counts as inactive or inconclusive. Potency means the concentration at half of the fitted maximal effect. Not all compounds are listed; rates above refer to the full screens.
structure,Vif-A3G inh,TrxR1 substrate,Vif-APOBEC3F blk,mIDH1 inhibitor,rTrxR1 inhibitor,RGS4 inh,ALOX12 inh,USP1-UAF1 inh,RXFP1 agonist
OCc1ccc(-c2ccccc2)c(-c2ccccc2)c1,-2%,-4%,-2%,0%,6%,-5%,180%[activator],-26%,.
CCOC(=O)c1cnc2ccc(C)cc2c1N(C)Cc1ccccc1,2%,-9%,1%,-1%,-12%,-14%[56.9 µM],0%,-10%,9.1%
COc1cc(Cl)c(C)cc1NC(=S)NN,?,-1%,6%,-2%,2%[57.1 µM],-34%,?,3%,-1.3%
CCN(CC)c1ccc2c(c1)oc(=O)c1c(Cl)cc(=O)oc12,?,4%,25µM*,?,35µM*,?,.,250%[activator],18%
O=C(CCNC(=O)N1CCn2c1nc1ccccc12)NCc1ccccc1,0%,-3%,4%,-5%,0%,-14%,-14%,-24%,0.4%
CC(NCC1COc2ccccc2O1)C1COc2ccccc2O1 (stereo not given),-4%,-2%,3%,12%,-3%,5%,?,-7%,-1.0%
CCOC(=O)c1c(C)[nH]c(C(=O)CN2CCN(CC)CC2)c1C,1%,5%,4%,0%,10%,-10%,?,-21%,0.0%
N/C(Cc1ccc([N+](=O)[O-])cc1)=N\OC(=O)C1CCCCC1,0%,-1%,0%,-1%,1%,3%,0%,-21%,-0.3%
COc1cc(C)c(Br)cc1S(=O)(=O)NCc1cccs1,-1%,-18%,8%,5%,-19%,-25%,0%,-9%,-0.5%
COc1ccc(NC(=O)CCNS(=O)(=O)c2cccc3nsnc23)cc1OC,3%&2%,9%&-1%,5%&-7%,0%&20%,13%[57.1 µM],-4%&-17%,-24%&-3%,-4%&-15%,2.0%&3.3%
CC1=Nc2ccccc2N=C(N)C1c1ccccc1 (stereo not given),-1%,-2%,?,7%,5%,-14%,1%,-3%,2.5%
O=C(NNc1cc(Cl)ccc1Cl)C1CCC1,2%,-8%[57.1 µM],-1%,5%,10%[57.1 µM],?,?,-2%,-2.8%
COc1ccc(CCNC(=O)CCN2C(=O)c3cccc4cccc(c34)C2=O)cc1OC,-7%,5%,0%,10%,8%,7%,-4%,-20%,2.3%
CC(=O)c1cccc(NC(=O)CN2C(=O)c3cccnc3Sc3ccccc32)c1,-4%,7%[57.1 µM],-1%,5%,11%[57.1 µM],-33%,0%,1%,0.0%
C/C(=N\Oc1cccc(F)n1)c1ccc(Cl)cc1Cl,0%,3%,-5%,4%,14%,-12%,211%[activator],-11%,0.0%
CCOCCCNC(=O)C1CCC(CNS(=O)(=O)c2ccc(F)cc2)CC1 (stereo not given),-1%,13%[57.1 µM],-1%,1%,29%[57.1 µM],-7%,347%[activator],-2%,-0.1%
CCOC(=O)C1(CCOc2ccccc2)CCN(Cc2ccc(C#CCCO)cc2)CC1,-4%,-1%,-1%,1%,11%,5%,0%,-9%,0.4%
CCn1cc(C(=O)N[C@@H](CCSC)C(=O)NCCOC)c(=O)c2cc3c(cc21)OCO3,2%,3%,2%,3%,6%,-11%,20%,-17%,2.8%
CCOC(=O)c1cnc2c(Cl)cc(Cl)cc2c1NCCCN1CCOCC1,0%,5%,-4%,5%,16µM*,4%,2%,-9%,10%
COc1cc(/C=N/NC(=O)C2C3CCCCC32C)cc(Br)c1O (stereo not given),-9%,11%,2%,3%,-12%,-25%,?,-17%,8.4%
S=C(NCCc1ccccc1)N1CCN(Cc2ccc(Cl)c(Cl)c2)CC1,3%,9%,4%,11%,24%,-10%,1%,-15%,-1.2%
O=C1NC(=O)C2(COC(c3ccncc3)OC2)S1 (stereo not given),1%,0%,5%,-1%,26%,15%[11.4 µM],-7%,-5%,-1.0%
O=C(O)C1CCCCC1C(=O)NCCC(c1ccccc1)c1ccccc1 (stereo not given),1%,-6%,-4%,5%,-5%,6%,-19%,-16%,2.9%
COc1ccc2[nH]c(=O)c(CN(CC3CCCO3)C(=S)Nc3cccc(C)c3)cc2c1 (stereo not given),-3%,-6%[57.1 µM],3%,2%,21%[57.1 µM],-22%,-18%,-16%,-4.3%
CCC(Oc1nc2ccccc2nc1-c1ccccc1NC(C)=O)C(=O)c1ccccc1 (stereo not given),-3%,-1%[57.1 µM],-10%,-9%,-12%[57.1 µM],20%,25%,?,7.8%
Cc1ccc(C(=O)OCC(=O)NCCc2ccc(S(N)(=O)=O)cc2)o1,0%,-8%,1%,-2%,-12%,4%,-5%,-13%,.
O=C(NCc1ccco1)Nc1ccc(Br)cc1,-1%,7%[57.1 µM],0%,5%,5%,17%,0%,-1%,0.6%
COc1ccc(CCNC(=O)c2ccc(CS(=O)(=O)c3ccc(Cl)cc3)o2)cc1OC,-2%,11%,-4%,9%,21%,9%,-23%,-9%,-2.3%
Fc1ccc(NCc2nc3ccccc3n2CCOc2ccccc2Cl)cc1,-7%,6%[2.29 µM],?,-22%,-5%[2.29 µM],-9%,5%,11%,16%
CC(=O)OCc1cc(-c2nn(C)c(=O)c3ccccc23)ccc1C,-2%,-6%[57.1 µM],11%,3%,17%[57.1 µM],-1%,-2%,-2%,0.8%
O=C(CN1CCCCCCC1)N/N=C/c1ccc([N+](=O)[O-])o1,-15%,-20%,8%,-15%,?,12%,?,-16%,3.9%
CCOc1ccccc1C(=O)N[C@H](C(=O)Nc1nc2c(s1)CCCC2)C(C)C,?,-1%,1%,9%,25%,-19%,-5%,-12%,0.1%
Cc1ccccc1OCc1nc(-c2ccc(Br)o2)no1,-20%,0%,3%,2%,2%,0%,-14%,?,0.2%
Cc1ccc(C2=Nc3ccccc3N=C(c3ccco3)C2)c(O)c1,0%,-1%,-1%,6%,1%,0%,188%[activator],-17%,1.3%
COc1ccccc1N1CCN(C(=O)CCC(=O)N2CCN(c3ccc(F)cc3)CC2)CC1,1%,-3%,-1%,-3%,4%,-5%,10%,-18%,0.0%
COc1cccc(OCCSc2nc(N)cc(N)n2)c1,2%,-10%,-2%,12%,4%,-38%,.,2%,1.5%
COCCn1c(SCC(=O)Nc2cc(Cl)ccc2OC)nc2c([nH]c3ccccc32)c1=O,-10%,-1%[57.1 µM],?,9%,10%[57.1 µM],-27%,-26%,?,3.6%
O=C(Nc1nccs1)c1ccc(Br)s1,1%,0%,8%,-4%,8%,5%,4%,-26%,4.3%
COc1ccc(CSc2nnc(Cc3sc(-c4ccccc4)nc3-c3ccccc3)o2)cc1,-8%,-5%,-4%,-2%,0%,-18%,-9%,-14%,2.1%
Cc1ccc(N(CCC#N)C(=O)COC(=O)C2CCN(S(=O)(=O)c3ccc(C)c(C)c3)CC2)cc1,0%,2%[57.1 µM],0%,-7%,13%[57.1 µM],1%,-5%,-18%,0.0%
CCOC(=O)CSc1nnc(-c2ccoc2C)n1-c1ccc(OCC)cc1,-1%,12%,-5%,7%,19%,7%,-13%,-6%,1.3%
COc1ccccc1NC(=O)CCc1nc(-c2cccs2)no1,1%,12%[57.1 µM],-17%,3%,19%[57.1 µM],-16%,-5%,-16%,1.5%
CC1=CCC2([N+](=O)[O-])CN(CC(=O)O)CC1([N+](=O)[O-])C2 (stereo not given),0%,-7%,-7%,-1%,-8%,23%,29%,1%,-0.6%
COc1cccc(CNC(=O)Cc2ccc(NC(=O)N3CCSc4ncccc43)cc2)c1OC,-4%,0%,3%,17%,24%,25%,-21%,-20%,3.3%
Cc1cnnc2ccccc12,0%,4%,.,.,0%,.,-7%,.,.
Cc1ccc(Cl)cc1N1CCN(S(=O)(=O)c2c(C)[nH]c(C)c2C(=O)N2CCCCC2)CC1,-8%,-5%,-3%,-9%,16%,-24%,?,?,2.5%
COC(=O)c1ccc(NC(=O)CCC(=O)c2ccc(F)cc2)cc1,-7%,0%,-6%,-9%,20%,5%,0%,-14%,-0.5%
CC(C)C[C@H](NC(=O)N1CC(=O)Nc2ccccc21)C(=O)N[C@@H](Cc1ccccc1)C(=O)O,-2%,-2%,7%,-1%,6%,15%,10%,9%,-0.6%

# Complete entries from above.
# Cc1ccc(Cl)cc1N1CCN(S(=O)(=O)c2c(C)[nH]c(C)c2C(=O)N2CCCCC2)CC1 is entered as Vif-A3G inh: -8%; TrxR1 substrate: -5%; Vif-APOBEC3F blk: -3%; mIDH1 inhibitor: -9%; rTrxR1 inhibitor: 16%; RGS4 inh: -24%; ALOX12 inh: ?; USP1-UAF1 inh: ?; RXFP1 agonist: 2.5%
# COC(=O)c1ccc(NC(=O)CCC(=O)c2ccc(F)cc2)cc1 is entered as Vif-A3G inh: -7%; TrxR1 substrate: 0%; Vif-APOBEC3F blk: -6%; mIDH1 inhibitor: -9%; rTrxR1 inhibitor: 20%; RGS4 inh: 5%; ALOX12 inh: 0%; USP1-UAF1 inh: -14%; RXFP1 agonist: -0.5%
